M5 ag = CHRM5 agonism in calcium assay; P08912; CHO-K1 hM5 cells, Fluo-8 calcium fluorescence; 0% DMSO wells, 100% maximal acetylcholine response; activation, % at 3 µM; hit rate 0.19% among 360,000; AID 624037;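 active means activation above the run's mean over test compounds plus 3 SD, cut at about 23% in these data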;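 further: signal is peak over basal fluorescence ratio across the kinetic read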
CRFR2-BP ag = agonists of human CRF-binding protein/CRF-R2 receptor complex | hit rate 0.46% among 350,000 | HEK293 CRF-R2/CRF-BP, calcium dye fluorescence (FLIPR); percent of saturating CRF peptide response | activation, % at 13.2 µM | AID 588473;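 active means activation of at least 50%, plus an integration ratio under a set limit after plate pattern correction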;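 further: plate controls were neutral control wells without compound for no effect and CRF at EC100 for full effect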
M5 antag = antagonists of human muscarinic M5 receptor (CHRM5); P08912; CHO-hM5 cells, Fluo-8 calcium fluorescence, ACh EC80; inhibition, % at 3 µM; hit rate 0.59% among 360,000; AID 624040;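 active means inhibition above a per-plate cutoff, the mean of that plate's test compounds plus 3 SD, cut at about 27% in these data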;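 further: 0% = acetylcholine EC80 with DMSO and 100% = DMSO without agonist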
M4 antag = antagonists of human muscarinic M4 receptor (CHRM4); P08173; CHO-hM4 cells, ACh EC80, Fluo-8 calcium fluorescence; inhibition, % at 3 µM; hit rate 0.73% among 360,000;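 active means inhibition above its plate's cutoff, the mean inhibition of sample wells plus 3 SD, cut at about 27% in these data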;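 further: 0% = acetylcholine EC80 with DMSO and 100% = DMSO without agonist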
Target sequence (P08173 whole entry, looked up): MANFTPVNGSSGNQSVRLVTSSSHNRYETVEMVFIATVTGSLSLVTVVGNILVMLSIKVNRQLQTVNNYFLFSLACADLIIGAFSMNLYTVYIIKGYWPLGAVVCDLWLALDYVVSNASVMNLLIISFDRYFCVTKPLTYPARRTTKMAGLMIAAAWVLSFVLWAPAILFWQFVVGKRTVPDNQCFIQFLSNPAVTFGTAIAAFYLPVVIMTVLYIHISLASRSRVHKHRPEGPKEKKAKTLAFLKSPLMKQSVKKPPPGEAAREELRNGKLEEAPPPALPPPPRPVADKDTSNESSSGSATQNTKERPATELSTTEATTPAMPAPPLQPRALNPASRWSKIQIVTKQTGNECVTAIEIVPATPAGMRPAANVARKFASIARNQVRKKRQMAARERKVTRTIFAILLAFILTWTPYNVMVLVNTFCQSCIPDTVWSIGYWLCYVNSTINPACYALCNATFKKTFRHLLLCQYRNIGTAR
M5 PAM = positive allosteric modulators of human muscarinic M5 receptor. P08912. CHO-K1 hM5, Fluo-8 calcium, ACh EC20 PAM; 0% = ACh EC20, 100% = ACh EC100. activation, % at 3 µM. hit rate 0.3% among 360,000. AID 624038;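 active means activation above the run cutoff, the mean activation of all test compounds plus 3 SD, cut at about 18% in these data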
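Assay system: CHO-K1 hM5 cells / Incubation: Fluo-8 loading 80 min at 37 °C plus 30 min room temperature / Technique: Fluo-8 calcium dye fluorescence, kinetic read / Repeats: single replicate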
M4 ag = CHRM4 agonism in calcium assay | CHO-K1 hM4/Gqi5, Fluo-8 calcium fluorescence; vehicle 0%, full acetylcholine response 100% | activation, % at 3 µM | hit rate 0.14% among 360,000 | AID 624127;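 active means activation above the run mean over all test wells plus 3 SD, cut at about 32% in these data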;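 further: peak over basal fluorescence ratio per well then scaled between controls; 0% = DMSO wells and 100% = acetylcholine at EC100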
CRFR2-BP antag = blocks CRF-induced signaling of the CRF-BP/CRF-R2 complex; HEK293 CRF-R2/CRF-BP, CRF-induced calcium fluorescence; inhibition, % at 11.8 µM; hit rate 0.59% among 350,000;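 active means inhibition of the ligand-induced calcium signal above about 50% at the single tested concentration, limit read from the data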
CHRM4 PAM = positive allosteric modulators of human muscarinic M4 receptor | hit rate 0.4% among 360,000 | CHO-K1 hM4/Gqi5, Fluo-8 calcium fluorescence, ACh EC20; 0% = ACh EC20, 100% = maximal ACh | activation, % at 3 µM;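 active means activation above its plate's cutoff, the mean activation of sample wells plus 3 SD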; further: some results filed as inactive read as strong as hits
CHRM1 PAM = positive allosteric modulators of human M1 muscarinic receptor; AID 588819; P11229; hit rate 0.088% among 360,000; activation, % at 3 µM; CHO-K1 hM1, Fluo-8 calcium fluorescence, ACh EC20; 0% = ACh EC20, 100% = maximal ACh; in the data active means activation above about 19%, passing the limit was not always enough
Target sequence (P11229 whole entry, looked up): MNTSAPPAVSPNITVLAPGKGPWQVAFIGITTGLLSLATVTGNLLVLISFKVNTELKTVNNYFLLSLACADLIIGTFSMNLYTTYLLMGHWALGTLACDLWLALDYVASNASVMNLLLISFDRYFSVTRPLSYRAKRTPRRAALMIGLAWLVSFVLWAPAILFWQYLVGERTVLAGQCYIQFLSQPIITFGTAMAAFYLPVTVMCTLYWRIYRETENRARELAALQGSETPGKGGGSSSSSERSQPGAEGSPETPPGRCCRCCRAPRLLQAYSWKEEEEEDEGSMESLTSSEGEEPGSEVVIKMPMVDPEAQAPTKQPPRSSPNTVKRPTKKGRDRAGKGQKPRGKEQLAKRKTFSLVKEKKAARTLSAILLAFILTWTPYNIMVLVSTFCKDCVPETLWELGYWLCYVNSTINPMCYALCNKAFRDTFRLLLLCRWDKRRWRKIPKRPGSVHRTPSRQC
* = called active by the depositor; · = no result given.

SMILES	M5 ag	CRFR2-BP ag	M5 antag	M4 antag	M5 PAM	M4 ag	CRFR2-BP antag	CHRM4 PAM	CHRM1 PAM
CCCn1c(=O)c2ccccc2n2c(SCc3nc4ccccc4s3)nnc12	2	2.6	-3	-7	1	-1	-6	12	3
COc1cccc(OC)c1C(=O)Nn1c(-c2cccc(C)c2)nc2ccccc2c1=O	3	-0.9	4	0	-6	5	-2	1	-5
Cc1csc(=O)n1CCC(=O)OCc1nnc(-c2ccccc2)o1	-2	-0.7	-6	4	0	1	2	0	3
Cc1nn(C)c2ncc(C(N)=O)c(Oc3cccnc3)c12	0	-1.4	0	-3	9	0	1	1	10
CCCCOc1ccc(C(=O)Nc2cccc(C)n2)cc1	0	-7.0	-1	94*	-4	8	-5	6	-3
COc1ccc(C(=O)NCc2nc3ccccc3[nH]2)cc1OC	2	8.1	1	0	-1	2	-40	4	4
COc1ccc(CN2CCc3c([nH]c4ccccc34)C2)c(OC)c1C	-11	-2.1	17	2	-2	1	-13	-1	-5
COc1ccc(CNC(=O)CN2C(=O)NC(C)(c3ccc(Cl)cc3)C2=O)cc1 (stereo unspecified)	-1	-0.6	4	0	-3	3	-16	-6	2
CC(=O)N1CCN(c2ccc(NC(=O)c3ccc([N+](=O)[O-])cc3)cc2)CC1	-1	0.8	10	-1	-4	1	12	3	6
Cc1cccc(NC(=O)COC(=O)C2COc3ccccc3O2)c1C (stereo unspecified)	0	-4.6	6	3	3	0	12	6	8

Of the compounds above, 2 contain an NH in an aromatic ring:
SMILES	M5 ag	CRFR2-BP ag	M5 antag	M4 antag	M5 PAM	M4 ag	CRFR2-BP antag	CHRM4 PAM	CHRM1 PAM
COc1ccc(C(=O)NCc2nc3ccccc3[nH]2)cc1OC	2	8.1	1	0	-1	2	-40	4	4
COc1ccc(CN2CCc3c([nH]c4ccccc34)C2)c(OC)c1C	-11	-2.1	17	2	-2	1	-13	-1	-5

The list goes on:
SMILES	M5 ag	CRFR2-BP ag	M5 antag	M4 antag	M5 PAM	M4 ag	CRFR2-BP antag	CHRM4 PAM	CHRM1 PAM
Cc1nnc(SCC(=O)N2CCN(S(=O)(=O)c3ccc(Cl)cc3)CC2)[nH]c1=O	-3	-0.4	3	5	0	1	3	-2	9
CCOC(=O)/C=C/C(=O)N1CCN(C(=O)/C=C/C(=O)OCC)CC1	10	3.2	-2	-10	1	1	-10	14	4
CNc1nc(Nc2ccc(C(=O)OC)cc2)c2sccc2n1	0	·	-5	-18	-4	7	·	0	8
C#CCN1CC(C)/C(=N/O)CC1C (stereo unspecified)	0	6.1	2	-1	-5	1	10	-4	0
CCCCN(CC)CCNC(=O)C1c2cc(OC)c(OC)cc2C(=O)N2CCc3ccccc3C12 (stereo unspecified)	-2	-1.6	2	4	0	0	5	-2	1
COc1ccc(NC(=O)CCNC(=O)Cn2cnc3sc4c(c3c2=O)CCCC4)cc1OC	-3	-1.2	3	-1	4	0	-3	-10	0
Cc1cc(C)c2nc(N(CCCN(C)C)C(=O)c3ccc4c(c3)OCCO4)sc2c1	-8	7.2	10	19	-23	15	-23	29*	1
CC(=O)Oc1ccc(C(=O)Nc2nnc(C)s2)cc1	1	-0.1	3	11	1	1	-29	10	6
CN(CCCNC(=O)c1cc2c(=O)[nH]c3ccccc3c2n1C)Cc1ccccc1	-6	0.1	9	0	-13	1	-3	-4	14
O=C(c1ccccc1)N(C(=O)c1ccccc1)c1ncnc2c1C(c1ccccc1)c1c(ccc3ccccc13)O2 (stereo unspecified)	0	3.8	7	-4	-1	0	-3	2	4
CCOc1c(C)cc(S(=O)(=O)NCc2ccccn2)c(C)c1C	-5	-1.4	6	5	-2	1	3	-7	8
CN(c1ccccc1)c1ncccn1	-5	-4.1	17	-4	-5	0	2	2	4
CCc1nc2c(OCc3ccc(C#N)cc3)cccn2c1N(C)C(=O)C(C)C	-2	·	0	-5	1	0	·	7	6
O=C(NCCN1CCOCC1)c1ccc(NC(=O)C2COc3ccccc3O2)cc1 (stereo unspecified)	-2	-0.5	4	-3	5	5	13	-5	4
C/C(CC(=O)NCCCN1CCOCC1)=N\NC(=O)COc1ccc(Cl)cc1	-2	0.3	5	3	-2	1	12	2	2
Cc1ccc2oc(-c3ccccc3)c(C(=O)O)c(=O)c2c1	-4	14	-4	0	-4	4	-20	2	0
O=C(CN1C(=O)NC2(CCCCCC2)C1=O)NCc1ccc(F)cc1	5	-3.7	-5	-1	3	1	0	-1	1
COc1ccccc1NC(=O)CSc1ccc2nnc(-c3ccc(C)cc3)n2n1	-1	-1.3	9	0	-10	3	-7	-9	2
Fc1cccc(/C=N/Nc2ccc(Cl)nn2)c1	-1	6.3	6	0	-2	2	-11	-8	12
CCOC(=O)N1CCC2(CC1)C(C#N)=C(N)Oc1n[nH]c(CSc3ccc(C)cc3)c12	-2	-2.2	-5	3	1	0	-16	0	4
COC(=O)c1ccc(COC(=O)CNC(=O)c2ccco2)cc1	-5	0.9	-8	-3	9	1	-4	0	10
Cc1cc(-c2ccc(Br)s2)nc(-n2cccc2)n1	-3	0.4	-1	-9	-1	1	-16	12	3
COc1ccc(C(=O)C(OC(=O)CNC(=O)c2ccco2)c2ccccc2)cc1 (stereo unspecified)	-1	-0.5	2	1	6	3	4	7	10
CCCCc1nn(-c2cc(Cl)ccc2OC)c2c1C(=O)CCC2	-6	-1.1	-2	-21	-7	-3	9	3	12
O=C(/C=C/c1cccnc1)/C=C/c1cccnc1	-2	3.4	12	2	0	1	29	5	4
Cc1ccc(S(=O)(=O)N2C[C@H]3N(C(=O)OC(C)C)N(C(=O)OC(C)C)C[C@H](OC(=O)NCc4ccccc4F)[C@@]3(O)C2)cc1	1	-1.3	-7	-7	3	3	4	-3	10
CCCCn1c(SCC(N)=O)nc2sc3c(c2c1=O)CCC3	-3	0.9	6	-2	-5	0	-8	4	15
CCCCCOc1ccc(N2C(=O)C3C4C=CC(C3C2=O)N(C)C4=O)cc1 (stereo unspecified)	2	-0.8	-1	4	-4	3	-4	-9	8
CCOc1ccc(NC(=O)N2CCC(c3ccc(C)cc3)C2)cc1 (stereo unspecified)	0	0.4	-11	0	6	1	0	7	2
Cc1ccc(C(=O)c2ccccc2C(=O)OCC(=O)NCC2CCCO2)cc1 (stereo unspecified)	-1	-0.4	-5	4	2	1	-7	-4	3
COc1ccccc1/C=N/NC(=O)c1csc(C)c1C	-3	-0.2	-1	7	-3	1	14	-1	8
CC(=O)c1c(C)[nH]c(C(=O)OCC(=O)c2ccc(C)s2)c1C	1	2.8	16	-7	-8	8	-4	10	9
CCOC(=O)C1=C(COC(=O)/C=C/c2ccccc2Cl)NC(=O)NC1C (stereo unspecified)	-1	0.3	23	4	-14	12	-18	-9	-4
O=C(NCCCN1CCCCC1)c1ccc2c(c1)NC(=O)c1ccccc1S2	-9	0.5	9	17	1	1	7	-8	-21
O=C(COc1ccccc1Cl)Nc1ccc2oc(=O)ccc2c1	-3	-1.0	12	1	-3	2	4	-6	7
COc1cccc(/C=N/NC(=O)C(=O)N/N=C/c2cccc(OC)c2OC)c1OC	4	-1.1	8	10	-13	11	8	-9	-4
c1ccc2cc(OCc3nc4ccccc4[nH]3)ccc2c1	1	0.0	0	-6	-9	8	4	-3	-11
CCCc1cc(=O)n2[nH]c(-c3ccc(Br)cc3)cc2n1	-2	-3.0	5	7	-5	1	8	-1	-2
CC1CCN(S(=O)(=O)c2cn(CC(=O)N3CCN(c4cccc(C(F)(F)F)c4)CC3)cn2)CC1	-3	-1.1	4	4	-7	7	-14	-4	4
COc1ccccc1NC(=O)C(C)OC(=O)CCSc1ccc(F)cc1 (stereo unspecified)	-3	-0.5	5	-13	-4	2	-3	12	12

Structures above shown as hits in CHRM4 PAM.
SMILES	M5 ag	CRFR2-BP ag	M5 antag	M4 antag	M5 PAM	M4 ag	CRFR2-BP antag	CHRM4 PAM	CHRM1 PAM
Cc1cc(C)c2nc(N(CCCN(C)C)C(=O)c3ccc4c(c3)OCCO4)sc2c1	-8	7.2	10	19	-23	15	-23	29*	1

Quoted from the listing.
CHRM4 PAM result of c1ccc2cc(OCc3nc4ccccc4[nH]3)ccc2c1 → -3
M5 ag result of O=C(COc1ccccc1Cl)Nc1ccc2oc(=O)ccc2c1 → -3

Carrying on.
SMILES	M5 ag	CRFR2-BP ag	M5 antag	M4 antag	M5 PAM	M4 ag	CRFR2-BP antag	CHRM4 PAM	CHRM1 PAM
CCCCOCCCNC(=O)N[C@@H](CCSC)C(=O)OC	0	2.0	8	6	-3	-1	9	5	6
CC1CCN(CCCNC(=O)c2cc3c(Cl)nc4ccccc4c3s2)CC1	-4	0.3	-2	-3	8	2	-7	-2	13
COc1ccc(/C=C2\SC(=S)N(c3cccnc3)C2=O)cc1	3	-0.1	-7	13	5	0	1	-21	2
Cn1c(=O)c([N+](=O)[O-])c(Cl)c2ccccc21	0	3.9	17	41*	-10	-1	10	-15	-5
Cc1nc2c(nnn2Cc2ccccc2)c(=O)n1-c1ccccc1	-4	0.3	-6	-11	9	3	8	1	-1
N#Cc1c2n(c(=S)n(-c3ccccn3)c1=O)CCCCC2	-2	4.4	1	-4	-2	0	4	1	2
Cc1cccc2c(=O)c(C(=O)NCCCN3CCOCC3)c[nH]c12	0	0.2	3	-3	0	0	10	21	4
Cc1ccc(NC(=O)CN(C)S(=O)(=O)c2cccc3nsnc23)cc1	-5	0.4	-5	-8	-2	3	7	0	4
O=[N+]([O-])c1ccc(O)c(/C=N/n2cnnc2)c1	2	-0.9	2	10	5	3	29	5	3
O=C(NCc1ccc2c(c1)OCO2)C1CC(=O)N(C2CCCCCC2)C1 (stereo unspecified)	2	2.6	2	7	-3	1	-17	2	0
CN1CCc2ccccc2C1C1CCNCC1 (stereo unspecified)	-5	5.1	-6	-20	0	0	5	11	8
O=S(=O)(c1ccccc1)N1CCN(Cc2ccccc2C(F)(F)F)CC1	-12	0.1	10	2	-12	-1	32	-5	-5
Cc1ccc(OCCNC(=O)c2ccccc2OCc2c(C)noc2C)cc1	3	-0.1	4	6	-2	7	1	-6	-6
CC(N1CCOC1=O)S(=O)(=O)c1ccccc1 (stereo unspecified)	1	-0.3	-7	-3	6	0	9	2	13
Cc1cccc(CN2CCOCCS2(=O)=O)c1	3	-0.2	7	-4	0	1	-3	5	6
C=CCC[C@@H](Cc1ccc(F)cc1)C(=O)OC[C@@H](NC(=O)[C@@H](CC=C)CC(=O)N[C@@H](CO)Cc1ccccc1)C(C)(C)C	1	3.1	2	-1	-8	8	-5	-9	-3
O=C1C2C3C=CC(C4CC34)C2C(=O)N1Cc1ccccc1 (stereo unspecified)	-8	-2.1	-5	-8	-2	2	13	-2	7
COC(=O)/C(=N\Nc1ccc(Cl)cc1)Sc1nnc(-c2ccc(OC)cc2)n1C	0	2.4	-5	7	4	1	-13	8	0
O=C(O)c1ccc(-c2ccccc2C(F)(F)F)o1	2	-0.3	-4	1	-3	3	11	4	-3
Cc1c(C)c2ccc(OCc3ccc(C(=O)O)o3)c(C)c2oc1=O	4	3.5	-7	8	3	-1	7	21	8
Cc1ccc2nc(Cc3ccc(N)cc3)[nH]c2c1	1	1.0	2	-5	-6	1	-1	-1	-2
CCOC(=O)c1ccc(NC(=O)CSc2nnc(CNc3ccc(C)cc3)n2C)cc1	-5	1.0	4	0	-4	1	10	-4	5
O=C1c2cc3c(cc2CCC1c1ccc2c(c1)OCO2)OCO3 (stereo unspecified)	0	-1.3	9	5	-7	1	-8	-9	-3
COc1ccc(-c2ccc(C(=O)NCCc3ccccc3)c3occc23)c(C)c1	-1	·	1	2	-11	0	·	-3	-2
O=C(O)c1ccc(NC(=O)C2CC=CCC2C(=O)O)cc1 (stereo unspecified)	-1	-1.8	-4	0	2	0	4	2	6

Screens from PubChem BioAssay.
